Source: PubChem BioAssay (several laboratories)
RBBP9 inhibitor = blocks human serine hydrolase RBBP9; O75884; recombinant RBBP9, FP-Rh probe fluorescence polarization; inhibition, % at 7.94 µM; 220,000 compounds, 0.2% hits; AID 1515;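 active = inhibition above the campaign mean of all tested compounds plus 3 SD, cut at about 14% in these data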;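 also: plate controls were DMSO wells with RBBP9 for no effect and wells lacking RBBP9 protein for full effect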
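Measured by – fluorescence polarization · Test system – RBBP9 protein · Input – 2.5 µM RBBP9 dispensing solution, before mixing · Measure – percent inhibition from mP, scaled between DMSO and no-protein wells · Benchmarks – DMSO-treated enzyme wells and wells lacking RBBP9 · Times – preincubation 30 min plus labeling 45 min at 25 °C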
p97 inhibitor = human p97 ATPase inhibition; P55072; recombinant p97 ATPase, Kinase-Glo ATP luminescence, 3 h; inhibition, % at 8 µM; 220,000 compounds, 0.42% hits; AID 1481; in the data active = inhibition above about 15%;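 also: 0% = DMSO vehicle and 100% = wells lacking enzyme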
Hck Nef HTS = inhibitors of human Hck kinase activated by Nef; inhibition, % at 20 µM; P08631; 220,000 compounds, 0.68% hits; AID 463187; Recombinant Hck-YEEI plus Nef, Z-Lyte FRET kinase assay;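 active = Hck-Nef kinase inhibition above about 50%, limit read from the data; inactive = inhibition below that limit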;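 also: 0% = DMSO with Hck plus Nef and 100% = Hck alone without Nef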
Target sequence (P08631 whole entry, looked up): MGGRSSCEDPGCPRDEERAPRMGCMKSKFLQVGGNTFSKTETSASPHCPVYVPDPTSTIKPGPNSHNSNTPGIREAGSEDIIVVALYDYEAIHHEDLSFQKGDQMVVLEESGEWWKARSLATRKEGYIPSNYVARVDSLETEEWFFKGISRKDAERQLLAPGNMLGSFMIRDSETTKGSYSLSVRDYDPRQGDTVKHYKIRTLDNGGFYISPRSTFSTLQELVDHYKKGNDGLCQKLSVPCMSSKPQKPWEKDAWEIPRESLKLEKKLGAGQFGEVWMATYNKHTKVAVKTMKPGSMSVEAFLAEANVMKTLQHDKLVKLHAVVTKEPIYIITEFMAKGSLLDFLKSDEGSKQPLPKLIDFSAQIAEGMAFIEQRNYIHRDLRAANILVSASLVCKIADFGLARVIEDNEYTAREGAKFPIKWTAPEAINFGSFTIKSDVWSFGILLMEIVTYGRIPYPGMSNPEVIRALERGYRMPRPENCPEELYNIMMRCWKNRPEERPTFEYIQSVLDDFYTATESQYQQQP
Runt-SMMHC FRET = inhibitors of human RUNX1 Runt domain binding to CBFb-SMMHC. inhibition, % at 20 µM. 220,000 compounds, 0.74% hits. Cerulean-Runt/Venus-CBFb-SMMHC FRET ratio 530/480, 1 h. Q01196+Q13951. AID 1434;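 active = mean inhibition across duplicate retests at 20 µM reaching about 50%, limit read from the data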;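 also: 0% = DMSO wells and 100% = wells with excess untagged CBFb-SMMHC; inhibitors lower the FRET ratio by blocking Runt binding to CBFb-SMMHC; some results filed as inactive read as strong as hits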
MDM2 E3 inh = blocks human Mdm2 ubiquitin ligase activity; signal enhancement, % at 5 µM; Q00987; cell-based MDM2 ubiquitination luciferase reporter, 2 h; 0 = plate control, 100 = twice control, blank-subtracted; 210,000 compounds, 0.11% hits;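 active = signal enhancement of 30% or more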;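 also: luminescence tracks abundance of the self-degrading MDM2-luciferase fusion protein; higher signal means inhibition of MDM2 E3 ligase activity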
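Material: Stable MDM2–luciferase fusion reporter cells | Amount: 2000 cells seeded into each well | Dosing: One concentration, 5 µM, with 0.2% DMSO | Incubation: 4 h cell settling then 2 h compound exposure, 37 °C | Measured by: Luciferase luminescence | Read-out basis: % enhancement relative to plate controls after blank subtraction | Benchmarks: Control and blank well means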
NPY-Y1 PAM-ag = potentiators or agonists of human neuropeptide Y receptor Y1. NPY-Y1 expressing cells, potentiator/agonist activation. 220,000 compounds, 0.37% hits. P25929. AID 1304. activation, % at 3.6 µM; in the data active = activation above about 33%, passing the limit was not always enough;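 also: cells stimulated with NPY at EC10 then isoproterenol at EC100; 0% = low agonist plus stimulus and 100% = saturating agonist plus stimulus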
Target sequence (P25929 whole entry, looked up): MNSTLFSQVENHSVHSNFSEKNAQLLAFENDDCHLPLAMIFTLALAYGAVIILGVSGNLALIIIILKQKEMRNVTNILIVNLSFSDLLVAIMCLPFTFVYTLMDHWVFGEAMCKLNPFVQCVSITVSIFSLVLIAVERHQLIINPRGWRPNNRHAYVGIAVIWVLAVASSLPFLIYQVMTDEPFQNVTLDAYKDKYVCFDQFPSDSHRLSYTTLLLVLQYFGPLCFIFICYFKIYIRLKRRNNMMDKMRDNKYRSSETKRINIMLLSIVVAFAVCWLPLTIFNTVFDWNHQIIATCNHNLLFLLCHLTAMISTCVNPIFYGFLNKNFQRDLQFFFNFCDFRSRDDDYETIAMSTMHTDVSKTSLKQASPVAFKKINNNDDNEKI
NPY-Y1 antag = NPY-Y1 (human) receptor antagonism | HEK293-CNG Y1 cells, membrane potential fluorescence; NPY at EC95, then isoproterenol | inhibition, % at 3.6 µM | 200,000 compounds, 1% hits;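 active = inhibition above the campaign mean inhibition of all tested compounds plus 3 SD, cut at about 20% in these data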;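 also: 0% = DMSO wells given NPY plus isoproterenol and 100% = isoproterenol alone without NPY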
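Material: HEK293 cells with Y1 receptor plus CNG channel; times: compound incubation 1 h at room temperature, readout 45 min post-stimulation; signal: fluorescence, membrane potential probe; read-out basis: fluorescence ratio normalized to % inhibition between controls; benchmarks: full-block control isoproterenol-only wells, zero-block control NPY plus isoproterenol wells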
NPY-Y2 PAM-ag = potentiates or activates human NPY-Y2 receptor | activation, % at 3.6 µM | 220,000 compounds, 0.45% hits | cells expressing NPY-Y2, potentiator/agonist read-out | AID 1359; in the data active = activation above about 27%;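 also: cells stimulated with NPY near EC25 plus isoproterenol at EC100; 0% = vehicle plus submaximal agonist and 100% = vehicle plus saturating agonist; some results beyond the cut were filed as inactive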
Runt-CBFb FRET = blocks binding of human RUNX1 Runt domain to CBFb; Q01196+Q13951; Cerulean-Runt/Venus-CBFb FRET ratio 530/480, 1 h; inhibition, % at 20 µM; 220,000 compounds, 0.46% hits; AID 1496;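 active = inhibition over about 50% at 20 µM in the single-dose screen, limit read from the data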;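 also: 0% = DMSO wells and 100% = excess unlabeled CBFb competitor control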
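test system = Cerulean-Runt domain fusion protein, energy donor | probe or stimulus = Venus-CBFb binding partner, 100 nM | incubation = two 1 h room-temperature incubations shielded from light | detection = fluorescence energy transfer, 422 nm excitation, 530/480 nm emission | measure = loss of energy transfer signal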
Starred values were filed as active, the others as inactive; nt = not tested or not shown.

Order of values: RBBP9 inhibitor	p97 inhibitor	Hck Nef HTS	Runt-SMMHC FRET	MDM2 E3 inh	NPY-Y1 PAM-ag	NPY-Y1 antag	NPY-Y2 PAM-ag	Runt-CBFb FRET
> COCCNC(=S)N/N=C(\C)c1cccc(C(F)(F)F)c1
→ -8	8	22	0	-2	7	12	-14	-5
> CCCc1cc2c(=O)c(-c3cscn3)c(C(=O)OCC)oc2cc1O
→ -9	-2	14	-3	-22	-17	0	6	0
> CCOc1ccc(Oc2cc(C)nc(SC)n2)nn1
→ -7	-1	13	-6	0	12	-3	1	0
> CC1CC2c3cccc(C(=O)O)c3C(=O)N2c2ccc(Cl)cc21 (stereo unspecified)
→ -1	3	3	-4	-3	-5	-2	5	0
> Cc1noc(NS(=O)(=O)c2ccc(NC(=O)CS(=O)(=O)c3ccccc3)cc2)c1C
→ -15	5	0	2	8	0	3	0	0
> Cc1cc(OC(=O)c2ccc(S(=O)(=O)N3CCOCC3)cc2)c([N+](=O)[O-])c(=O)[nH]1
→ -12	11	11	0	-19	9	-3	1	3
> S=C1NC2=C(CCCC2)C2(CCCCC2)N1
→ -3	2	-10	2	1	-6	-4	-3	-1
> C/C(=N\NC(=O)c1cc([N+](=O)[O-])cc([N+](=O)[O-])c1)c1ccco1
→ -1	-2	-4	-2	-8	17	-1	-5	29
> CCOC(=O)c1sc2nc(Cc3ccc(Cl)cc3)[nH]c(=S)c2c1C
→ -7	2	14	0	-9	16	-4	7	3
> CCOC(=O)c1ccc(NC(=O)c2cc3c(s2)CCC3)cc1
→ -3	-2	22	1	nt	-25	nt	-22	-2
> Cc1c(C(=O)O)oc2c1ccc1ccccc12
→ -5	5	1	-9	-20	1	12	4	1
> C/C(N)=C(/C#N)C(=O)COC(=O)c1ccc(C)c(S(=O)(=O)N2CCCCC2)c1
→ -14	-3	-18	-1	-12	5	-1	3	3
> CCOC(=O)C1C(=O)CC(C)(O)C(C(=O)OCC)C1c1ccccc1 (stereo unspecified)
→ 3	-1	1	5	-4	6	1	-9	-2
> COc1ccc(N2C(=O)CSC23C(=O)N2c4c(cccc43)C(C)=CC2(C)C)cc1 (stereo unspecified)
→ -1	-1	-2	-2	-4	-4	8	-25	0
> CC(C)NC(=O)C1CCN(C2CCN(C(=O)c3cc4c(s3)CCCCC4)CC2)CC1
→ -8	-1	20	-1	-9	-3	5	-5	1
> CCCOC(=O)c1ccc(NC(=O)/C=C/c2cccs2)cc1
→ -15	2	4	1	-3	-12	-3	-8	-2
> COCCNC(=O)/C=C/c1c(Cl)cccc1Cl
→ -9	-3	0	-2	7	6	3	-5	-2
> O=S(=O)(Nc1cccc(-c2nc3cccnc3s2)c1)c1ccc2c(c1)CCCC2
→ 1	1	-11	0	nt	1	7	4	-2
> FC(F)Oc1ccccc1C1CC(c2ccc(Br)s2)Nc2ncnn21 (stereo unspecified)
→ -2	1	-1	-2	-11	9	13	-3	4
> Cc1cnc(NC(=O)CSc2ncc(-c3ccccc3)n2Cc2ccco2)s1
→ -2	0	-1	-1	-17	-14	3	4	-2
> Cc1ccc(O)c(N=NC2=C(O)CC(C)(C)CC2=O)c1
→ -7	2	7	-22	-20	5	-1	9	-23
> COCCCNC(=S)Nc1ccccc1[N+](=O)[O-]
→ -10	3	6	-5	-2	6	5	5	8
> O=C(Nc1ccc(Cl)cc1)Nc1nnc(CSCc2ccc(Cl)cc2)s1
→ -2	5	1	4	-13	-9	0	-3	4
> Cc1cc(C(=O)OCC(=O)Nc2ccc(F)c(F)c2F)c(C)o1
→ -4	-4	-10	-1	-14	-30	14	-11	-3
> Cc1ccc(S(=O)(=O)NCC(=O)Nc2ccc(C(F)(F)F)cc2)cc1
→ -12	-7	2	-1	-10	25	-6	8	3
> COc1ccc(S(=O)(=O)N2CCC(O)(c3ccc(Cl)cc3)CC2)cc1
→ 1	0	-1	3	-10	22	-15	33	-1
> COc1ccc(OC)c2c(N3CCN(C)CC3)cc(C(F)(F)F)nc12
→ 2	1	3	-5	-19	8	5	-7	-3
> O=C(CSc1ccc2nnc(-c3ccccn3)n2n1)Nc1ccc2c(c1)OCCO2
→ -12	4	0	-3	-6	-5	1	9	3
> Cc1ccccc1Cn1cc(S(=O)(=O)CC(=O)Nc2nccs2)c2ccccc21
→ -8	4	0	2	-16	-31	16	-7	-3
> CCN(c1ccccc1)S(=O)(=O)c1cc(C(=O)Nc2ccc(Br)cc2)ccc1F
→ -47	3	-3	-3	-18	1	3	-4	-1
> O=S(=O)(NCc1cccnc1)c1cc(Cl)ccc1Cl
→ -7	-1	0	-1	-13	-3	-3	-30	0
> Cc1nn(CCc2nn[nH]n2)c2nc(C(F)(F)F)cc(C(F)(F)F)c12
→ 6	3	0	0	-15	-27	10	-17	0
> COc1ccccc1C(=O)CSc1n[nH]c(N)n1
→ -10	1	1	-6	0	-1	7	-27	0
> O=C(O)c1ccc(OC(F)(F)C(F)C(F)(F)F)cc1 (stereo unspecified)
→ -3	2	0	1	-15	-8	3	-9	-1
> COc1ccc(CNc2nc3nc(C)c(Cl)c(=O)n3[nH]2)cc1OC
→ 0	5	5	-3	10	-6	2	5	2
> O=C(CNS(=O)(=O)c1ccc(F)cc1)N1CCCCCC1
→ -5	-4	14	5	-6	16	5	-21	5
> Cn1c(=O)oc2cc(S(=O)(=O)NCCN3CCN(c4ccccc4F)CC3)ccc21
→ -11	-4	0	-2	-3	-1	-1	9	4
> Cc1ccc(C(=O)NCC(=O)OCC(=O)/C=C2\N(C)c3ccccc3C2(C)C)cc1C
→ -7	-2	7	5	3	-2	6	-5	0
> c1csc(Cn2nnnc2CN2CCN(c3nc4ccccc4s3)CC2)c1
→ -1	1	3	0	-20	2	0	-4	-1
> CC(=O)OCC12COC3c4ccccc4OC(C)(CC1C)C3C2C (stereo unspecified)
→ -7	-4	-6	0	-9	7	2	10	-1
> CCC(=O)Nc1ccnc(-c2cccnc2)n1
→ -10	-8	0	-6	-82	-29	-2	2	-1
> COc1cc2[nH]c(-c3ccc(C)cc3)cc(=O)c2cc1OC
→ -4	7	-4	-3	nt	-12	5	5	0
> COC(=O)c1c(C)[nH]c(O)c1C=Nc1ccc(Oc2ccccc2)cc1
→ -3	2	-17	-51	-70	-10	5	-6	-1
> CCCCN(C)C(=O)c1cc2cc([N+](=O)[O-])cc(OC)c2oc1=O
→ -3	1	25	1	18	-1	5	1	0
> CC1=C(C(=O)OCC2CCCO2)C(c2cccc(O)c2)NC(=O)N1 (stereo unspecified)
→ -5	0	2	-2	-6	-9	0	-6	0
> CCOC(=O)C1CCCN(c2cc(=O)n(Cc3ccc(F)cc3)c(=O)[nH]2)C1 (stereo unspecified)
→ -8	3	0	-2	8	10	-2	6	-2
> Nc1nc2n(n1)C(c1ccc(F)cc1)CC(c1ccc(F)cc1)N2 (stereo unspecified)
→ -8	2	1	2	-3	1	-6	-2	-8
> NC(=O)COC(=O)c1ccccc1OCc1ccccc1
→ -6	2	24	3	-21	0	2	0	-1

An excerpt of the results above, as a working copy:
Order of values: RBBP9 inhibitor	p97 inhibitor	Hck Nef HTS	Runt-SMMHC FRET	MDM2 E3 inh	NPY-Y1 PAM-ag	NPY-Y1 antag	NPY-Y2 PAM-ag	Runt-CBFb FRET
> CC(=O)OCC12COC3c4ccccc4OC(C)(CC1C)C3C2C (stereo unspecified)
→ -7	-4	-6	0	-9	7	2	10	-1
> CCC(=O)Nc1ccnc(-c2cccnc2)n1
→ -10	-8	0	-6	-82	-29	-2	2	-1
> COc1cc2[nH]c(-c3ccc(C)cc3)cc(=O)c2cc1OC
→ -4	7	-4	-3	nt	-12	5	5	0
> COC(=O)c1c(C)[nH]c(O)c1C=Nc1ccc(Oc2ccccc2)cc1
→ -3	2	-17	-51	-70	-10	5	-6	-1
> CCCCN(C)C(=O)c1cc2cc([N+](=O)[O-])cc(OC)c2oc1=O
→ -3	1	25	1	18	-1	5	1	0
> CC1=C(C(=O)OCC2CCCO2)C(c2cccc(O)c2)NC(=O)N1 (stereo unspecified)
→ -5	0	2	-2	-6	-9	0	-6	0
> CCOC(=O)C1CCCN(c2cc(=O)n(Cc3ccc(F)cc3)c(=O)[nH]2)C1 (stereo unspecified)
→ -8	3	0	-2	8	10	-2	6	-2
> Nc1nc2n(n1)C(c1ccc(F)cc1)CC(c1ccc(F)cc1)N2 (stereo unspecified)
→ -8	2	1	2	-3	1	-6	-2	-8
> NC(=O)COC(=O)c1ccccc1OCc1ccccc1
→ -6	2	24	3	-21	0	2	0	-1
